From PubChem
HCMV antiviral: qHTS Assay for inhibitors of the human cytomegalovirus (HCMV). 4.5% of 410,000 active. AID 1259415, 2018. HFF cells, HCMV-luciferase reporter, 72 h; hits give low values. activity change, negative = inhibition, % at 57.5 µM; in the data active = activity change below about -60%; inconclusive = no clear call, values can overlap the other calls; inactive = above about -39%
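Two-dose cell screen: HFF monolayers treated with compounds and infected with luciferase-expressing HCMV at 1 PFU/cell, 72 h at 37C, then lysed for luciferase measurement.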
Sm TGR inh: qHTS Assay for the Inhibitors of Schistosoma Mansoni Peroxiredoxins | Schistosoma mansoni thioredoxin glutathione reductase (TGR), Q962Y6 | purified TGR, DTNB reduction, TNB absorbance 405 nm | Potency, µM (highest dose often 114 µM), without a hit: at the top dose activity change, negative = inhibition, hits mostly inhibitors | AID 485364, 2010 | 3% of 360,000 active; also: potency is read from the fitted curve at half-maximal effect; nearly all actives have a fitted effect of over 60% in size
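TGR 20 nM + NADPH 100 uM (dispensed conc.), cpd preinc 15 min RT; start with NADPH (500 uM addition) then DTNB (15 mM addition). Kinetic TNB absorbance, 405 nm filter. Four-parameter Hill fit across titration.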
AMA1 RON2 block: qHTS for Inhibitors of AMA1-RON; Towards Development of Antimalarial Drug Lead: Primary Screen | Plasmodium falciparum AMA1 (3D7) - RON2 peptide interaction | 0.2% of 360,000 active | AlphaScreen AMA1-biotinylated RON2 peptide binding | Potency, µM (highest dose often 58.2 µM), without a hit: top-dose activity change, negative = inhibition, usual class: inhibitors | AID 720542, 2013;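 also: potency is read from the fitted curve at half-maximal effect; 0% = vehicle wells and -100% = peptide control; nearly all actives have a fitted effect of over 45% in size; some results filed as inactive show a strong effect at the top dose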
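AMA1 (3D7) with his tag at 25 nM final met compounds first, then biotinylated RON2 peptide at 25 nM; detection used donor plus acceptor beads, 10 µg/mL apiece, read by AlphaScreen after 30 min at room temperature.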
LmPK inhibitor: qHTS Assay for Inhibitors of Leishmania Mexicana Pyruvate Kinase (LmPK) | purified LmPK, Kinase-Glo ATP luminescence, 1 h | 0.37% of 290,000 active | Potency, µM (titrated, usually from 57.5 µM), for the others: at the top dose activity change, negative = inhibition, most hits filed as inhibitors | Q27686; also: potency is read from the fitted curve at half-maximal effect
Target sequence (Q27686 whole entry, looked up): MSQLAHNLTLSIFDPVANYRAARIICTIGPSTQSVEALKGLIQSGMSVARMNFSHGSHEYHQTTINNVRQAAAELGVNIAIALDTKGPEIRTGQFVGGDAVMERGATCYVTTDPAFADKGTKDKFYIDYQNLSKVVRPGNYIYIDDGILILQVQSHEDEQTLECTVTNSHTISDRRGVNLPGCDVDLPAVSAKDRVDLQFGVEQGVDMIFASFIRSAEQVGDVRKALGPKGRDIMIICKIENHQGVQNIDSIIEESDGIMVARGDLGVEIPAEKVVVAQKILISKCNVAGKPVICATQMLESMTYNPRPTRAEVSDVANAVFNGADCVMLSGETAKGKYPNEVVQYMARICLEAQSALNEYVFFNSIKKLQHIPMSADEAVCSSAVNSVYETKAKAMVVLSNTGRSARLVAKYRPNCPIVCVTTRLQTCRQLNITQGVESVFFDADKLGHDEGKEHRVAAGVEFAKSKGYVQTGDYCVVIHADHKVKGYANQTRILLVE
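Screened at intermediate enzyme activity to detect both inhibitors and activators: LmPK at 0.1 nM, with a 0.5 nM enzyme column as activation reference. PEP 0.5 mM, ADP 0.1 mM; ATP detected by luminescence after 1 h.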
AmpC inh no detg: qHTS Inhibitors of AmpC Beta-Lactamase (assay without detergent) | P00811 | AmpC nitrocefin hydrolysis, absorbance 480 nm, 0.0001% Triton | Potency, µM (titrated, usually from 57.1 µM), for inactives: at the highest dose activity change, negative = inhibition, most hits filed as inhibitors | 0.52% of 330,000 active | AID 485341, 2010;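 also: potency is read from the fitted curve at half-maximal effect; plate controls were no compound for no effect and no enzyme for full effect; nearly all actives have a fitted effect of over 20% in size; some results filed as inactive show a strong effect at the top dose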
Target sequence (P00811 whole entry, looked up): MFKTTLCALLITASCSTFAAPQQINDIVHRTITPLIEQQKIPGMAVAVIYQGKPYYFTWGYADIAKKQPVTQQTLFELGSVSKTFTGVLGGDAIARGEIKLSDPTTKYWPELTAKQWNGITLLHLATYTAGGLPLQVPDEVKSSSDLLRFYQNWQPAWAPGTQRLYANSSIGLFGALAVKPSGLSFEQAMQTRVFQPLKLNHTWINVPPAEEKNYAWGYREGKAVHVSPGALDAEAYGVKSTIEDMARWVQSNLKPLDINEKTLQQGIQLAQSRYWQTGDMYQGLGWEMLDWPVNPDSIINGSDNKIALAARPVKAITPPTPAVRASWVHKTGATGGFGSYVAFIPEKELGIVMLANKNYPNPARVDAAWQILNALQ
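AmpC (5.3 nM in the dispensed reagent) in 20 mM phosphate pH 7.0 with 0.01% (detergent screen) or 0.0001% Triton X-100 was preincubated with compounds for 15 min at room temperature. Nitrocefin was then added from an 800 uM solution, and hydrolysis was followed at 480 nm.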
TbPYK inhibitor: qHTS of Trypanosoma Brucei Inhibitors | TbPYK enzyme, Kinase-Glo Plus ATP luminescence, 45 min | Potency, µM (top dose mostly 76.8 µM), for the others: at the top dose activity, negative = inhibition, hits mostly inhibitors | 0.12% of 410,000 active; also: potency is read from the fitted curve at half-maximal effect; nearly all actives have a fitted effect of over 50% in size
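Activity of T. brucei pyruvate kinase was followed by Kinase-Glo Plus luminescence after the enzyme reacted 45 min at room temperature with 130 uM ADP (final) and substrate. Test compounds were added before ADP at multiple concentrations.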
AmpC inh detg: qHTS Inhibitors of AmpC Beta-Lactamase (assay with detergent); Potency, µM (doses to about 114 µM), for the others: at the top dose activity change, negative = inhibition, actives largely listed as inhibitors; AmpC hydrolysis of nitrocefin, absorbance 480 nm, 0.01% Triton; P00811; 0.041% of 370,000 active; AID 485294, 2010;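 also: potency is read from the fitted curve at half-maximal effect; 0% = no-compound wells and -100% = no-enzyme wells; nearly all actives have a fitted effect of over 25% in size; some results filed as inactive show a strong effect at the top dose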
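20 mM phosphate pH 7.0 + 0.01% (detergent screen) or 0.0001% Triton X-100; 5.3 nM AmpC reagent; cpd preinc 15 min RT; nitrocefin (800 uM stock) to start; A480 q20 s × 4 min; Activity was normalised to no-enzyme and no-compound control wells.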
Starred values were filed as active, the others as inactive; ? = inconclusive; . = no result given; [ ] = another dose, or the depositor's remark. Unless noted, calls follow the shape of the dose curve; as a rule, active = well fitted curve in the direction sought with a large enough effect; inconclusive = small, poorly fitted or top-dose-only effect, or another doubt; inactive = no such curve, though single readings can be large; an effect the other way counts as inactive or inconclusive. Unless noted, % is scaled to controls: 0 for no effect and ±100 for the full control effect.

no.	SMILES	HCMV antiviral	Sm TGR inh	AMA1 RON2 block	LmPK inhibitor	AmpC inh no detg	TbPYK inhibitor	AmpC inh detg
1	Cc1ccccc1Nc1nc(N)nc(COC(=O)CCNS(=O)(=O)c2ccccc2)n1	-8	6%	27%	.	-17%	2%	10%
2	O=c1[nH]c(=O)n(Cc2ccco2)c2c1C(C(F)(F)F)(C(F)(F)F)N=C(CCC1CCCCC1)N2	?	-25%	-2%	2%	-20%	.	-5%
3	O=C(CNC(=O)c1ccco1)OCc1ccc(Cl)cc1	7	-3%	3%	-3%	-4%	1%	-3%
4	CCC(C)(C)C(=O)Nc1cccc(Cl)c1C	-31	7%	-11%	4%	-30%	-21%	-12%
5	CCOC(=O)Cn1nc(C)c(NC(=O)COc2ccc(F)cc2F)c1C	.	54%[activator]	.	1%	-1%	.	2%
6	CC(=O)Nc1cc2c3ccccc3ccc2c2ccccc12	43	.	5%	.	.	0%	.
7	COc1cc(/C=C/C(=O)OC(C)C(=O)c2ccccc2)cc(OC)c1OC (stereo not given)	-17	-7%	-13%	.	92%[activator]	-4%	-3%
8	O=C(N/C(=C/c1cn(-c2ccccc2)nc1-c1ccccc1)C(=O)N1CCOCC1)c1ccccc1	.	-3%	.	0%	-24%	.	?
9	Cc1ccc(-c2cc(C(=O)N3CCCc4ccccc43)c3ccccc3n2)cc1	-40	-5%	-3%	1%	-15%	-7%	-8%
10	COCCOc1cc(-n2ccnc2SC)c(Cl)cc1Cl	31	2%	-5%	6%	?	0%	2%
11	Cc1ccnc(NC(=O)c2ccc3c(c2)S(=O)(=O)c2ccccc2C3=O)c1	4	5%	-3%	-2%	-24%	-10%	-1%
12	Cn1cc(/C=N\O)nc2c(=O)n(-c3ccccc3)c(=O)nc1-2	14	.	47%	2%	-7%	-1%	2%
13	CC(NC(=O)CC1Nc2ccccc2NC1=O)c1ccccc1 (stereo not given)	-12	-3%	-10%	4%	-21%	2%	2%
14	CCOC1=C2CN(S(=O)(=O)c3ccc(C)cc3)CC[C@@H]2N(S(=O)(=O)c2ccc(C)cc2)[C@H](c2ccccc2)C1	7	.	11%	.	.	0%	.
15	CCOc1ccc(C(=O)NC(=S)NCc2cccnc2)cc1[N+](=O)[O-]	-30	-11%	62%[activator]	0%	-12%	-2%	-11%
16	CCOC(=O)c1c(S(=O)(=O)N2CCCC(C)C2)c(C)n(C)c1C (stereo not given)	?	5%	4%	1%	14%	-3%	-3%
17	CC(=O)n1c(=O)c2ccccc2c(=O)n1-c1ccccc1	-18	32µM*	3%	-1%	-8%	-3%	1%
18	CN(C)CC(C)(C)CNC(=S)Nc1cc(S(=O)(=O)N2CCOCC2)ccc1Cl	33	28%	10%	-3%	-11%	0%	-4%
19	COc1ccc(/C=C(\C#N)C(=O)NCC(c2ccc(F)cc2)N2CCOCC2)cc1 (stereo not given)	-38	21%	-12%	0%	106%[activator]	-1%	-3%
20	COc1cccc2cc(-c3csc(-c4ccc(Cl)cc4)n3)c(=O)oc12	3	51%[activator]	.	.	.	2%	-6%
21	COc1ccc(CN2CCN(C(=O)c3ccco3)CC2)c(OC)c1OC	3	.	?	.	.	21%	.
22	O=Cc1ccc(OCc2cccc(C(F)(F)F)c2)cc1O	6	-5%	13%	?	-31%	-2%	4%
23	CN1CCN(CC(=O)N2c3ccccc3C(C)(c3ccc(Cl)cc3)CC2(C)C)CC1 (stereo not given)	-38	-2%	-2%	-8%	149%[activator]	-3%	0%
24	Cc1ccc(SCCNC(=O)c2ccc(CN3CCOCC3)cc2)cc1	-16	0%	3%	4%	15%[2.29 µM]	-2%	?
25	Cc1ccc(Cl)cc1N1CCN(c2nc3ccc(C(=O)c4ccccc4)cc3n3cnnc23)CC1	0	7%	.	.	.	5%[15.4 µM]	19%
26	C[C@@H]1ON(C)[C@H]2C[C@H]3c4cc(-c5cccc(F)c5)ccc4CCN3C(=O)[C@@H]12	-17	.	-6%	.	.	-2%	.
27	O=C(N/N=C/c1c(O)n(CCc2ccccc2)c(=O)[nH]c1=O)c1ccccc1	14	?	38%[activator]	8%	-41%	-2%	-4%
28	O=S(=O)(c1ccc(Br)cc1)c1nc(-c2ccco2)oc1SCc1ccccc1F	-22	2%	.	.	.	2%	-1%
29	COc1ccc2c(c1OC)C(=O)N(c1ccc(O)cc1)C2=O	0	95%[activator]	2%	0%	-4%	4%	8%
30	COc1ccccc1NC(=O)c1ccc(NC(=O)CSc2ncccn2)cc1	-26	5%	-4%	-4%	-31%	-2%	4%

(listing goes on)
no.	SMILES	HCMV antiviral	Sm TGR inh	AMA1 RON2 block	LmPK inhibitor	AmpC inh no detg	TbPYK inhibitor	AmpC inh detg
31	CCc1ccccc1NC(=O)C1CCCN1S(=O)(=O)c1ccc(-c2ccc(=O)[nH]n2)s1 (stereo not given)	-11	?	0%	3%	103%[activator]	0%	6%
32	CCOc1ccccc1NC(=O)COC(=O)CNS(=O)(=O)c1ccc(C)cc1	22	-14%	-2%	-1%	-15%	3%	-12%
33	COc1ccc(C(=O)Nc2ccc3c(c2)OCCO3)c(OC)c1	67	.	-9%	.	.	-12%	.
34	Cc1ccc(-c2nc(CS(=O)(=O)CC(=O)Nc3ccc(Br)cc3F)c(C)o2)cc1	-6	-29%	.	.	.	-1%	16%
35	NC1=NC(=O)/C(=C/c2ccccc2OCC(=O)Nc2ccc(F)cc2)S1	12	.	-21%	.	-26%	1%	.
36	CCOC(=O)c1nn(-c2ccc(F)cc2)c(-c2ccccc2)c1C(=O)c1ccccc1	-20	-3%	-7%	5%	-13%	1%	?
37	O=S(=O)(Nc1cc(S(=O)(=O)N2CCOCC2)ccc1NCC1CCCO1)c1ccc(F)cc1 (stereo not given)	-15	-21%	43%[activator][11.6 µM]	.	-21%	3%	2%
38	Cc1ccc(NC(=S)N(Cc2cccc(Br)c2)CC2CCC(C(=O)O)CC2)cc1Cl (stereo not given)	0	8%	9%	10%	3%	-3%	4%
39	CCOc1cc(C(=O)NCC(=O)N/N=C/c2sccc2C)cc(OCC)c1OCC	6	11%	17%	2%	24%	1%	-8%
40	C[N+]12CN3CN(CN(C3)C1)C2	8	10%	4%	1%	-13%	-11%	5%
41	O=C(Nc1nc(-c2cc3ccccc3oc2=O)cs1)c1ccco1	-63*	0%	11%	-3%	-42%	0%	?
42	CC(=O)n1cc(/C=N/NC(=O)c2ccc(Cl)cc2)c2ccccc21	24	-5%	-2%	1%	-25%	-12%	1%
43	COc1ccc(OC)c2[nH]c(C(=O)N/N=C/c3ccccc3O)cc12	-93*	-9%	52%[activator]	8%	-32%	3%	?
44	Cc1ccccc1NC(=O)Cc1nc(COC(=O)c2cccc([N+](=O)[O-])c2)cs1	3	-7%	5%	-11%	-15%	1%	4%
45	Cc1ccc(S(=O)(=O)N2CCOCC2)cc1C(=O)NC1CCSc2ccccc21 (stereo not given)	29	-2%	-4%	0%	25%	-4%	3%
46	CCOc1ccc(N2C(=O)CC(NCC#N)C2=O)cc1 (stereo not given)	5	2.8µM*	0%	-1%	-20%	-8%	-10%
47	CNC(=O)C(=O)NCC1CCCN1S(=O)(=O)c1cccs1 (stereo not given)	-6	-13%	11%	.	?	-5%	?
48	CCc1cccc(C)c1NC(=O)Cn1c(=O)cc(C)c2c(C)nn(-c3cccc(F)c3)c21	-1	-1%	.	.	.	-3%	-1%
49	COc1ccc(-c2cn(-c3ccccc3)nc2C(=O)O)cc1OC	1	-4%	11%	-2%	-27%	4%	-4%
50	CC(C)c1nnc(NC(=O)C2CCN(C(=O)Nc3ccccc3)CC2)s1	21	11%	-6%	-11%	-5%	2%	1%
51	CCN(CC(=O)Nc1c(F)cccc1F)C(=O)Cc1ccc2c(c1)CCC2	-10	-1%	38%[activator]	.	-8%	-9%	-12%
52	O=C(c1cccc(Cl)c1)N1CCC(c2nc3ccccc3[nH]2)CC1	-32	0%	2%	3%[11.5 µM]	1%	-6%	1%
53	O=C(Nc1ccc(OC(F)(F)F)cc1)c1ccc(S(=O)(=O)N2CCOCC2)o1	?	5%	4%	5%	3%	-1%	4%
54	O=C(O)CSc1c(O)c2ccccc2[nH]c1=O	58	.	131%[activator]	0%	-7%	-15%	-1%
55	Fc1ccccc1-n1c(-c2ccc3ccccc3n2)n[nH]c1=S	5	-3%	51%[activator]	-12%	-41%	?	?
56	CC1(c2nnc(-c3ccc(Cl)cc3)o2)CC(c2c(Cl)cccc2Cl)=NO1 (stereo not given)	4	-10%	2%	0%	-38%	6%	3%
57	O=C(Nc1nc2c(F)cccc2s1)c1ccco1	126	-2%	0%	-14%	-15%	3%	-7%
58	Cc1cccc2cc(CNCc3ccccc3)c(Cl)nc12	-16	0%	19%	0%	-9%	1%	1%
59	COc1ccc(CCNC(=O)c2ccc(CNc3c(N4CCOCC4)c(=O)c3=O)cc2)cc1OC	26	-2%	-1%	0%	-26%	-3%	-2%
60	O=C(NCc1ccc2c(c1)OCO2)c1ccc(Cl)c(S(=O)(=O)N2CCOCC2)c1	29	1%	-6%	0%	-24%	4%	2%

Fetched one by one from above (2):
no.	SMILES	HCMV antiviral	Sm TGR inh	AMA1 RON2 block	LmPK inhibitor	AmpC inh no detg	TbPYK inhibitor	AmpC inh detg
34	Cc1ccc(-c2nc(CS(=O)(=O)CC(=O)Nc3ccc(Br)cc3F)c(C)o2)cc1	-6	-29%	.	.	.	-1%	16%
55	Fc1ccccc1-n1c(-c2ccc3ccccc3n2)n[nH]c1=S	5	-3%	51%[activator]	-12%	-41%	?	?
